Source: PubChem
CSN inh – inhibitors of human CSN-mediated cullin deneddylation. inhibition, % at 12.5 µM. Purified CSN, SCF-Nedd8-OG deneddylation, fluorescence polarization. hit rate 0.38% among 360,000;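 active = pattern-corrected inhibition above about 35%, with an unprinted fluorescence ratio check between 0.5 and 1.5, limit read from the data, passing the limit was not always enough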;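 note: 0% = enzyme with substrate and 100% = substrate without enzyme; some results filed as inactive read as strong as hits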
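Assay system: purified human Csn5 enzyme expressed in HEK293T cells; Input: 0.24 nM Csn5 enzyme, final concentration; Reagent: 10 nM SCFSkp2-Nedd8OG; Compound dosing: 12.5 µM single point; Times: reaction 90 min, room temperature; Technique: fluorescence polarization readout.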
MLLE-PAM2 inh – blocks PAM2 peptide binding to the PABP1 MLLE domain; GST-MLLE / FITC-PAM2 fluorescence polarization; inhibition, % at 20 µM; P11940; hit rate 0.36% among 360,000; in the data active = inhibition above about 35%, passing the limit was not always enough;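 note: plate controls were DMSO wells with GST-MLLE for no effect and wells lacking GST-MLLE protein for full effect; some results filed as inactive read as strong as hits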
FAS TE block – inhibitors of human fatty acid synthase thioesterase domain. inhibition, % at 15 µM. recombinant FAS-TE, OMFH fluorogenic substrate, fluorescence endpoint. P49327. hit rate 0.67% among 360,000. AID 602261;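 active = compounds whose normalised, plate-corrected inhibition of enzyme fluorescence in the single-dose primary screen is 50% or more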;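 note: 0% = DMSO with enzyme and 100% = substrate without enzyme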
bovine MsrA act – activators of bovine methionine sulfoxide reductase A | purified bovine MsrA, absorbance read-out | activation, % at 10.6 µM | hit rate 0.3% among 360,000; in the data active = activation above about 7.5%;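 note: 0% = vehicle and 100% = reference activator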
MT1-MMP act inh – blocks activation of human MT1-MMP | HT1080 RFP-PRO-GFP cells, GFP/RFP ratio fluorescence, overnight; percent of plate control window, DMSO zero | GFP/RFP ratio change, % at 20 µM | hit rate 0.061% among 360,000;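 active = GFP/RFP ratio change of at least 30% with cell ATP level not reduced by more than half and red fluorescence within 50% of control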; note: strong numbers were not always called active
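Assay system: RFP-PRO-GFP reporter HT1080 cells; read-out basis: GFP/RFP fluorescence ratio; benchmarks: DMSO wells and RFP-L50D-GFP cells; doses: 20 µM single dose, 1% DMSO; schedule: overnight cell settling, then overnight compound exposure, 37 °C, 5% CO2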
E coli Lon inh – inhibitors of E. coli Lon protease; purified E. coli Lon protease, fluorescence polarization; inhibition, % at 7.94 µM; hit rate 0.42% among 360,000; in the data active = inhibition above about 13%, passing the limit was not always enough;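 note: 0% = enzyme with probe and DMSO and 100% = no enzyme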
Rin1-Abl PPI inh – inhibitors of human Rin1-Abl protein interaction. P00519+Q13671. TR-FRET Rin1/Abl binding, biochemical. hit rate 0.4% among 360,000. inhibition, % at 7.35 µM; in the data active = inhibition above about 5%, passing the limit was not always enough
Rpn11 block – inhibitors of human proteasome Rpn11. O00487. human 26S proteasome, Ub4-pepOG fluorescence polarization; 20S core pre-blocked with epoxomicin. calls only at 20 µM. hit rate 0.59% among 360,000. AID 588493;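 active = inhibition at 20 µM, scaled to each plate's controls, above about 33%, limit read from the data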
MsrA inhibitor – bovine MsrA inhibition; inhibition, % at 15.5 µM; purified bovine MsrA, absorbance read-out; AID 651718; hit rate 0.75% among 360,000; in the data active = inhibition above about 4.5%;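 note: 0% = vehicle wells with enzyme and 100% = reference inhibitor wells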
An asterisk follows results filed as active; i = inactive; . = not tested or not shown; + = active, no number. Not all compounds are listed; count on the stated rates, not on these rows.

cpd | structure | CSN inh | MLLE-PAM2 inh | FAS TE block | bovine MsrA act | MT1-MMP act inh | E coli Lon inh | Rin1-Abl PPI inh | Rpn11 block | MsrA inhibitor
1 | O=C(c1cccnc1)C1CCCN(Cc2nc(-c3cnccn3)no2)C1 (centres undefined) | 1 | 17 | -9 | -3 | -2 | -6 | 2 | i | -0.1
2 | CC(C)OC(=O)c1c(N)n(Cc2ccco2)c2nc3ccccc3nc12 | 4 | 8 | -11 | -3 | -16 | -3 | -3 | i | 0.4
3 | CC(C)(C)P(=O)(N1CCOCC1)N1CCOCC1 | -2 | 3 | 0 | -4 | -3 | 6 | 0 | i | -1.0
4 | CC12CCC3C(CCC4CC(=O)CCC43C)C1CC(=NO)C2=O (centres undefined) | 3 | 2 | -20 | -3 | -2 | -9 | 2 | i | 0.3
5 | NCCc1ccccc1 | -4 | 1 | -4 | -1 | 2 | 7 | -2 | i | 1.3
6 | CC(=O)C1C2c3ccccc3OC1(C)N=c1s/c(=C/c3cnn(C)c3)c(=O)n12 (centres undefined) | -1 | -5 | -2 | -4 | -3 | 1 | -5 | i | 8.1*
7 | CCCN(CCC)[C@@H]1CCc2cccc(O)c2C1 | -2 | 22 | -4 | 0 | 0 | -7 | -2 | i | -0.1
8 | C=CCn1c(O)c(C=Nc2ccc(F)cc2)c(=O)[nH]c1=O | 1 | -3 | -4 | -6 | -6 | -15 | -3 | i | 4.2
9 | Clc1cccc(N2Cc3cc(N4CCOCC4)ccc3-n3nncc3C2)c1 | -2 | -69 | 17 | -3 | 2 | 3 | 2 | i | -1.1
10 | CCc1ccc(NC(=O)C(C)OC(=O)c2c(C)nn(Cc3ccccc3)c2Cl)cc1 (centres undefined) | -4 | 8 | 27 | -6 | -1 | 0 | 2 | i | 1.7
11 | Cc1nn(Cc2ccccc2)c(C)c1C(=O)OCC(=O)Nc1cc(S(C)(=O)=O)ccc1Cl | -4 | -13 | -12 | -11 | -1 | 1 | 2 | i | 0.1
12 | O=C(Nc1nccs1)c1c(O)c2c(n(Cc3ccco3)c1=O)CCCC2 | 21 | 1 | 24 | -2 | -2 | -1 | 4 | i | -0.3
13 | CCN(CC)C1=NC(=[N+](CC)CC)c2ccccc21 | 1 | 3 | -4 | -4 | -5 | -6 | 1 | i | -0.8
14 | CCOC(=O)C1=C(C)c2ccccc2OC1(C(=O)OCC)c1ccccc1 (centres undefined) | 2 | -36 | 14 | -12 | -3 | -2 | 2 | i | -0.9
15 | CC(C)N1CCN(Cc2cc3c(cc2Cl)OCO3)CC1CCO (centres undefined) | -1 | -4 | -7 | 2 | 0 | -11 | -1 | i | -0.7
16 | COC(=O)C1=C(c2ccc(OC)c(OC)c2)C[C@@H]2CC[C@H]1N2C(=O)NCc1ccco1 | -1 | 7 | -8 | -1 | 1 | 6 | 2 | i | -0.4
17 | CC(=O)Nc1ccc(C(c2c(O)c3ccccc3oc2=O)c2c(C)n(C)n(-c3ccccc3)c2=O)cc1 (centres undefined) | 2 | -2 | -3 | -5 | 0 | 2 | 1 | i | -0.5
18 | CCN1CCN(Cc2cc(Br)ccc2O)CC1 | -2 | 5 | 4 | 3 | 1 | -9 | -1 | i | 0.3
19 | O=C(N/N=C/c1c(O)n(CCC2=CCCCC2)c(=S)[nH]c1=O)c1ccccc1 | 7 | -61 | 25 | -8 | 6 | -52 | -4 | + | 2.4
20 | O=[N+]([O-])c1cc(Cl)c(O)c(-[n+]2c(-c3ccccc3)cc(-c3ccccc3)cc2-c2ccccc2)c1 | -6 | -3 | 17 | -3 | -3 | -8 | 2 | i | 3.7
21 | CC(=O)c1ccc(NC2=NCCCS2)cc1 | 9 | -4 | -7 | -12 | 0 | -10 | 1 | i | 0.7
22 | C=C1C(=O)OC2CC(C)C3C=CC(=O)C3(C)C(O)C12 (centres undefined) | 7 | 13 | 2 | -3 | -11 | -10 | 3 | i | .
23 | CCN1CCN(c2nc3ccccc3s2)CC1 | 2 | 4 | -7 | -2 | 7 | -1 | 2 | i | .
24 | CCCCn1nnnc1C(c1cccc2ccccc12)N1CCC2(CC1)C(=O)NCN2c1ccccc1 (centres undefined) | 1 | -6 | 22 | -7 | 6 | 7 | 4 | i | -0.1
25 | Nc1c(C(=O)OCC2CCCO2)c2nc3ccccc3nc2n1Cc1cccs1 (centres undefined) | -4 | 5 | 7 | -12 | -11 | -10 | 0 | i | 1.5
26 | O=C(Cn1cnc2sc3c(c2c1=O)CCCC3)NCCC(=O)N1CCC2(CC1)OCCO2 | -2 | -15 | -3 | -12 | 0 | -5 | -4 | i | -0.1
27 | Oc1cc2c(cc1CN1CCN(c3ccccc3)CC1)CCC2 | 2 | 8 | 3 | -6 | 0 | -10 | -1 | i | -1.0
28 | COC(=O)C1=COC(C)C2CN3CCc4c([nH]c5cc(OC)ccc45)C3CC12 (centres undefined) | -11 | -60 | 6 | 3 | -41 | 14 | 1 | i | 0.5
29 | CC1(c2ccccc2)NCCN2C(=O)CSC21 (centres undefined) | 2 | -1 | -11 | -2 | -2 | 4 | 2 | i | -0.1
30 | O=C1NC(c2cc3ccccc3nc2Cl)Nc2ccccc21 (centres undefined) | -1 | -4 | -10 | -8 | 2 | -14 | -1 | i | 1.1
31 | CCc1c(C)nc(N)nc1N1N=C1SC(C(C)=O)C(C)=O | 5 | -127 | -7 | 0 | 4 | -2 | -2 | i | -0.7
32 | O=c1c2ccccc2nc(-c2ccccc2)n1-c1cccnc1 | 1 | 7 | -11 | -3 | -3 | -6 | 0 | i | 0.7
33 | CC(C)Nc1nc(Cl)nc(NC(C)C)n1 | 3 | 3 | -7 | -3 | 0 | 6 | -1 | i | -0.4
34 | CC(C)[N+]12CCC(CC1)C(C(O)(c1ccccc1)c1ccccc1)C2 (centres undefined) | 1 | -107 | -6 | -4 | -7 | -2 | 2 | i | -1.8
35 | Cn1c(O)c(N=Nc2ccc(S(=O)(=O)N3CCOCC3)cc2)c(=O)n(C)c1=O | 3 | 23 | -5 | -4 | 6 | -18 | -2 | i | 3.5
36 | CCCCCn1c(=O)c(C(=O)NCc2ccccn2)c(O)c2ccccc21 | -1 | -2 | 18 | -3 | -12 | 4 | -3 | i | 0.1
37 | COc1cccc(CCNCc2c(F)cccc2F)c1 | -8 | 9 | -8 | -9 | 0 | 4 | 3 | i | -0.9
38 | O=C(O)CNC1c2ccccc2CSc2ccccc21 (centres undefined) | 5 | 33 | -2 | -2 | -2 | 11 | 1 | i | -0.4
39 | Cc1nc2cc([N+](=O)[O-])ccc2c(=O)n1-c1ccc(Br)cc1 | -3 | -10 | -1 | -1 | 3 | -4 | -1 | i | -0.5
40 | CC(=O)O[C@@]12CO[C@@H]1C[C@@H](O)[C@@]1(C)C(=O)[C@H](O)C3=C(C)[C@@H](OC(=O)[C@H](O)[C@@H](NC(=O)c4ccccc4)c4ccccc4)C[C@@](O)([C@@H](OC(=O)c4ccccc4)C12)C3(C)C (some centres undefined) | -2 | 5 | 6 | 2 | -4 | 5 | 0 | i | -0.1
41 | CCN(CC)C(=O)c1ccc(N(Cc2ccccc2)S(C)(=O)=O)cc1 | 2 | 9 | -3 | -2 | 0 | 0 | -3 | i | 2.7
42 | COc1ccc(CCNC2(C#N)CCCCC2)cc1OC | 0 | 0 | -6 | -1 | -4 | 4 | 0 | i | -0.3
43 | O=[N+]([O-])c1ccc(C2C3C(c4ccccc4)=NC4(CCCCC4)N32)cc1 (centres undefined) | 1 | 22 | 29 | -2 | 2 | 7 | 1 | i | 0.1
44 | C[C@]1(O)CCC2C3CC[C@H]4C[C@@H](OC(=O)CNC(=O)CN)CC[C@]4(C)C3CC[C@@]21C (some centres undefined) | 2 | -1 | -11 | -2 | 4 | 6 | -1 | i | -1.0
45 | Clc1ccc(CSC(Cn2ccnc2)c2ccc(Cl)cc2Cl)cc1 (centres undefined) | -2 | 3 | 25 | 1 | -10 | 0 | 2 | i | -1.6
46 | Cc1ccc(C(=O)N/C(=C\Cl)P(=O)(c2ccccc2)c2ccccc2)cc1 | 3 | -3 | -14 | -3 | 3 | 1 | -2 | i | -1.5
47 | CC(C)c1ccc(-n2c(O)c(/C=N/N3CCOCC3)c(=O)[nH]c2=S)cc1 | -4 | 7 | -7 | -8 | 0 | 7 | -5 | i | 2.5
48 | CN(Cc1c[nH]c2ccccc12)C1CCCCC1 | 0 | -11 | -7 | -1 | 2 | -3 | 0 | i | -0.1

Entries by screen from above.
Compounds 41–48 in bovine MsrA act: -2, -1, -2, -2, 1, -3, -8, -1

Continuation.
cpd | structure | CSN inh | MLLE-PAM2 inh | FAS TE block | bovine MsrA act | MT1-MMP act inh | E coli Lon inh | Rin1-Abl PPI inh | Rpn11 block | MsrA inhibitor
49 | CCOc1cc(CNCCc2cccc(F)c2)ccc1OC | 1 | -2 | -6 | -7 | 1 | 10 | 2 | i | -1.0
50 | COc1ccc(CCn2c(O)c(C=NCc3ccc4c(c3)OCO4)c(=O)[nH]c2=O)cc1OC | -1 | 11 | -2 | -3 | 0 | -12 | -3 | i | -0.1
51 | CCCCn1c(O)c(/C=N/N2CCOCC2)c(=O)[nH]c1=S | 2 | -5 | -4 | -7 | 3 | 3 | -3 | i | 2.0
52 | COc1ccc(NC(=O)C2C3CCC(O3)C2C(=O)O)c(OC)c1 (centres undefined) | -2 | -5 | -2 | -5 | 5 | 0 | -1 | i | -1.0
53 | CCC(=NCc1cccnc1)c1c(O)n(-c2ccccc2)c(=O)[nH]c1=O | 4 | 9 | -9 | -10 | -4 | 17 | 2 | i | -0.1
54 | CCN1CCN(Cc2nc3ccc([N+](=O)[O-])cc3c(=O)n2-c2ccccc2F)CC1 | 4 | -12 | 3 | -3 | -10 | 0 | 2 | i | 1.8
55 | CCCCC(=O)N/N=C/c1c(O)n(Cc2ccco2)c(=O)[nH]c1=O | -5 | -35 | -6 | -2 | -1 | -31 | -2 | i | 1.8
56 | CCOP(=O)(OCC)C(NC(=O)NC)C(N)=O (centres undefined) | 1 | -9 | -6 | 0 | -2 | -4 | -1 | i | -0.1
57 | O=c1[nH]c2ccccc2n1C1CCN(C(c2ccccc2)c2nnnn2Cc2ccccc2)CC1 (centres undefined) | 4 | 3 | 18 | -2 | -14 | 1 | 0 | i | 1.5
58 | COC(=O)C1=C(c2ccccc2OCc2ccccc2)C[C@@H]2CC[C@H]1N2C(=O)NCc1ccc(N(C)C)cc1 | -5 | 0 | 14 | 1 | -1 | 3 | -1 | i | -1.1
59 | O=C(c1cccs1)c1cn(Cc2ccccc2Cl)c2ccccc12 | -4 | -3 | 30 | -2 | 3 | -2 | -2 | i | 0.6
60 | N=c1sc2c(n1Cc1ccccc1)CCCC2 | 0 | -46 | -16 | -4 | -7 | -6 | 2 | i | -0.6
61 | O=c1c2ccccc2nc(CN2CCOCC2)n1-c1ccccc1F | -7 | -7 | -10 | 4 | 1 | -7 | 6 | i | 1.1
62 | COC(=O)C1=C(c2ccc(OCc3ccccc3)cc2)C[C@@H]2CC[C@H]1N2C(=O)NCc1ccccc1OC | 3 | -7 | 20 | 2 | -3 | -1 | 0 | i | 0.1

Ordered by molar mass (highest first): part of the list above.
cpd | structure | CSN inh | MLLE-PAM2 inh | FAS TE block | bovine MsrA act | MT1-MMP act inh | E coli Lon inh | Rin1-Abl PPI inh | Rpn11 block | MsrA inhibitor
58 | COC(=O)C1=C(c2ccccc2OCc2ccccc2)C[C@@H]2CC[C@H]1N2C(=O)NCc1ccc(N(C)C)cc1 | -5 | 0 | 14 | 1 | -1 | 3 | -1 | i | -1.1
62 | COC(=O)C1=C(c2ccc(OCc3ccccc3)cc2)C[C@@H]2CC[C@H]1N2C(=O)NCc1ccccc1OC | 3 | -7 | 20 | 2 | -3 | -1 | 0 | i | 0.1
61 | O=c1c2ccccc2nc(CN2CCOCC2)n1-c1ccccc1F | -7 | -7 | -10 | 4 | 1 | -7 | 6 | i | 1.1
